Source: PubChem BioAssay
D1 ag: activates the human D1 dopamine receptor. P21728. HEK293 T-REx D1 cells, calcium flux, agonist mode. activation, % at 2 µM. hit rate 1% among 360,000; note: 0% is about no effect
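Agonism was scored from calcium flux recorded over 180 s (1 read/s) after pintool compound addition, following a 10-cycle baseline. Cells were inducible force-coupled HEK293 TREx D1, plated overnight at 30 C and loaded with no-wash calcium dye.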
TRHR ag: activates the human TRH receptor | P34981 | TRHR cells, calcium flux fluo-8, FDSS agonist mode | activation, % at 2 µM | hit rate 0.18% among 360,000 | AID 493084; note: 0% is about no effect
Target sequence (P34981 whole entry, looked up): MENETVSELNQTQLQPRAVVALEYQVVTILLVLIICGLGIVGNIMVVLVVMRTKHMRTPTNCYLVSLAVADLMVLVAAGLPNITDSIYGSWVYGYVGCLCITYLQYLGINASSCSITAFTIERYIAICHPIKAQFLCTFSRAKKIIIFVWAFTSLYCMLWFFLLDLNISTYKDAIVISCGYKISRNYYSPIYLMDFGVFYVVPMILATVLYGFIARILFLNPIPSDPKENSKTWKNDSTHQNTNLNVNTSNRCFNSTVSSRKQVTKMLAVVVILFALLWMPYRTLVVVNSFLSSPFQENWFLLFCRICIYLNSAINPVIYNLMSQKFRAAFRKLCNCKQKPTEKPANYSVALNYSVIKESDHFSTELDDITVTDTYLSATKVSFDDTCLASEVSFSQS
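TRHR-expressing cells loaded with fluo-8 calcium dye; 23 nL library compound pin-transferred, kinetic FDSS fluorescence (Ex 480/Em 530) recorded about 180 s for agonist-induced calcium release, before a 10 nM TRH EC20 addition for potentiator mode.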
D2 antag: antagonists of human D2 dopamine receptor | P14416 | HEK293 TREx D2 cells, calcium flux, dopamine EC80 | inhibition, % at 10 µM | hit rate 2% among 340,000 | AID 485344; in the data active = inhibition above about 30%; note: 0% is about no effect
Target sequence (P14416 whole entry, looked up): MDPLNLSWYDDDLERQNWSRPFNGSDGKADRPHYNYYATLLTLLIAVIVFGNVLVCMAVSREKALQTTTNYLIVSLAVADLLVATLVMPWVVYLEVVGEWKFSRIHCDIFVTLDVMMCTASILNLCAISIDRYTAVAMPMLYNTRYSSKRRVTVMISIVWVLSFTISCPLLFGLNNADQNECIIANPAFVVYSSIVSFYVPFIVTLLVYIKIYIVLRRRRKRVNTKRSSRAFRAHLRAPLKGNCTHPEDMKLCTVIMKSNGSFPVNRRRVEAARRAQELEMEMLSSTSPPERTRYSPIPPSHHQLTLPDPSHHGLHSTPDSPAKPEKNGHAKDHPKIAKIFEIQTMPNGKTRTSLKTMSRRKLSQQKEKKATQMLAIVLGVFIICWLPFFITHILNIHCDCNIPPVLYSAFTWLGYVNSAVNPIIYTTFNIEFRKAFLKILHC
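Dopamine at EC80 is the agonist stimulus; test compounds precede it by 180 s. Calcium flux read kinetically in a force-coupled, inducible HEK293 T-REx D2 cell line.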
TRHR enhancer: allosterically enhances the human TRH receptor | P34981 | TRHR cells, fluo-8 calcium fluorescence, EC20 TRH enhancement | enhancement, % at 2 µM | hit rate 0.66% among 360,000 | AID 493056; in the data active = enhancement above about 30%; note: 0% is about no effect
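TRHR-expressing cells loaded with fluo-8 calcium dye were read kinetically (ex 480/em 530) during compound addition, then stimulated with an EC20 of TRH (10 nM final). Enhancement of the Gq-mediated intracellular calcium response was scored.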
D2 agonist: agonists of human D2 dopamine receptor; activation, % at 2 µM; P14416; HEK293 T-REx D2 cells, calcium flux agonist mode; hit rate 0.53% among 340,000; AID 485358;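 active = activation over 3 SD above normal in the single-dose calcium agonist read, cut at about 30% in these data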; note: 0% is about no effect
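Tetracycline-induced HEK293 T-REx cells with force-coupled D2 receptor, plated overnight at 30 C, loaded with no-wash calcium dye. After a 10 s baseline, compound was pin-added and calcium flux read kinetically for 180 s; calcium rises flagged agonists.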
RXFP1 antagonist: blocks the human relaxin receptor RXFP1; activity change, negative = inhibition, % at 57.5 µM; HEK293-RXFP1, relaxin-stimulated cAMP HTRF, 30 min; stronger effect = lower value; AID 1259400; Q9HBX9; hit rate 0.59% among 350,000;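 active = activity change of -60% or lower, but not beyond a set lower limit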; note: % is set by controls: 0 for no effect and ±100 for the full control effect
D1 antag: antagonists of human D1 dopamine receptor. P21728. HEK293 TREx D1 cells, calcium flux, dopamine EC80; stronger effect = lower value. activity change, negative = inhibition, % at 10 µM. hit rate 3.2% among 360,000; in the data active = activity change below about -30%; note: % is set by controls: 0 for no effect and ±100 for the full control effect
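Using tetracycline-induced force-coupled D1 Hek293 cells and a calcium dye, signals were followed for 180 s after compound, then for 180 s after EC80 dopamine, to detect inhibitors.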
D2 potentiator: positive allosteric modulators of human D2 dopamine receptor; P14416; hit rate 0.34% among 340,000; potentiation, % at 10 µM; HEK293 T-REx D2, calcium flux, EC20 dopamine potentiation;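 active = potentiation over 3 SD above the plate norm, cut at about 30% in these data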; note: 0% is about no effect
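Calcium flux readout, no-wash dye, 1 read/s. Inducible HEK293 Trex D2 line, overnight 30 C. Compound alone 180 s (agonist flags), then EC20 dopamine, another 180 s to score potentiation.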
D1 potentiator: human D1 dopamine receptor positive modulation. P21728. HEK293 TREx D1 cells, calcium flux, dopamine EC20 potentiation. potentiation, % at 10 µM. hit rate 0.036% among 360,000; in the data active = potentiation above about 30%; note: 0% is about no effect
Starred values were filed as active, the others as inactive; x = not tested or not shown; & = joins results of further samples; ! = repeats disagree. Cut-off read from the data, not from the text of the source, unless noted: active = activation above about 30%; inactive = the rest.

SMILES | D1 ag | TRHR ag | D2 antag | TRHR enhancer | D2 agonist | RXFP1 antagonist | D1 antag | D2 potentiator | D1 potentiator
CN(Cc1ccccc1)CC1CCCN(CCc2ccccc2F)C1 (stereo not drawn) | 3 | -1.1 | x | 6 | x | 0 | -1 | -14 | -6
O=C(O)c1nccnc1C(=O)N1CCN(c2ccccc2)CC1 | 4 | -0.8 | 4 | 0 | 11 | -3 | 1 | -5 | -5
COc1ccc(C2CC(=O)NC(NC(=O)c3ccc(Br)cc3)=N2)c(OC)c1OC (stereo not drawn) | -1 | -0.2 | x | 2 | x | 7 | 11 | 4 | 1
COC(=O)c1c(NC(=S)NC(=O)c2ccco2)sc2c1CCCC2 | 3 | 0.8 | -2 | -1 | 2.9 | 23 | 15 | 16 | 1
CCN(CC(=O)NCc1cccs1)C(=O)/C=C/c1ccc(OC)cc1OC | 2 | -0.1 | 20 | -11 | 1.6 | -12 | 12 | -4 | -5
COc1ccc(CC(=O)NC(C)c2nnc(SCC(=O)Nc3cc(C)ccc3OC)n2C)cc1 (stereo not drawn) | 1 | 0.6 | 3 | 4 | -0.5 | 12 | 7 | 6 | 0
CCC(CC)c1nnc(NC(=O)CCc2ccc(OC)cc2)s1 | 5 | 0.4 | -4 | 1 | 0.1 | -8 | -6 | 1 | 9
CCOC(=O)C1=C(C)NC(C)=C(C(=O)OCCNC(=O)c2cccnc2)C1c1cccc([N+](=O)[O-])c1 (stereo not drawn) | 1 | -1.3 | 15 | -3 | -2.2 | x | 1 | -11 | -6
O=C(c1c(O)c2ccccc2oc1=O)C1CCC1 | 1 | -0.6 | -17 | 3 | -0.2 | 0 | -2 | 0 | 0
Cc1cccc(Cn2c(=O)n(-c3ccc(Cl)c(Cl)c3)c(=O)c3c(C)c(C)sc32)c1 | 0 | 0.3 | x | 15 | 0.2 | 4 | -2 | -3 | 0
COc1ccc([C@H]2CC(=O)C=C(c3ccc(Cl)cc3C)C2)cc1 | 11 | 0.8 | -5 | 2 | 1.1 | x | -20 | 0 | 3
CC(NS(=O)(=O)c1ccc(Br)cc1)C(=O)Nc1nc2ccccc2[nH]1 (stereo not drawn) | 0 | -0.7 | x | -2 | x | -9 | 12 | -3 | -1
CCn1cc(C(=O)OCC(=O)Nc2ccc(C)c(Cl)c2)c(=O)c2ccc(C)nc21 | 0 | -0.4 | x | -2 | 0.1 | x | 3 | -1 | 1
COc1ccc(-c2ccc(=O)n(CC(=O)NCc3ccco3)n2)cc1 | 1 | -0.1 | 11 | 4 | 3.6 | -14 | 13 | -3 | -5
COc1ccc(/C=N/Nc2ncc(C(F)(F)F)cc2Cl)cc1OC | 0 | 0.7 | -3 | -3 | 0.3 | -6 | -8 | 0 | 0
CN(C)c1ccc(Nc2nc(N)c([N+](=O)[O-])c(N3CCOCC3)n2)cc1 | -1 | -0.6 | -9 | 2 | -0.2 | 13 | 0 | 9 | 1
COC(=O)c1cn(C)c2ccc(S(=O)(=O)N3CCCCC3)cc2c1=O | 0 | -0.3 | 10 | -9 | -0.9 | -20 | 15 | 17 | -4
Cc1ccc(CNC(=O)C2CCC(CNc3c(N4CCC(C)CC4)c(=O)c3=O)CC2)cc1 (stereo not drawn) | 2 | -1.3 | -14 | 1 | -0.5 | -3 | 8 | 2 | 8
Cc1cc(C)c(S(=O)(=O)c2ccccc2C)c(N(C)C)n1 | 1 | -0.8 | -12 | -1 | 0.1 | -2 | -2 | -12 | -4
CCC(C(=O)O)n1nc(-c2ccccc2)c2cc(Cl)ccc21 (stereo not drawn) | -1 | 0.3 | -3 | -9 | -0.2 | 2 | -6 | 12 | -4
FC(F)(F)c1cccc(Nc2cc(-c3ccccc3)nc3ncnn23)c1 | 2 | -0.2 | x | -2 | x | -11 | 19 | x | -7
COc1ccc(-n2c(CNC(=O)c3cc(OC)c(OC)c(OC)c3)n[nH]c2=S)cc1 | 1 | 0.3 | -22 | 0 | 0.5 | -20 | -9 | 8 | -9
COc1ccccc1N1CCN(C(=O)c2cc(=O)c3cc(C)cc(C)c3o2)CC1 | 1 | 0.0 | -9 | -7 | -0.1 | -1 | 18 | -6 | 1
O=C(NCC(c1ccco1)N1CCCC1)c1cccc(S(=O)(=O)Nc2ccc(Br)cc2)c1 (stereo not drawn) | 7 | 4.1 | x | -3 | x | -22 | -2 | x | -6
CCOC(=O)CC1C(=O)NCCN1S(=O)(=O)c1cccc(C(F)(F)F)c1 (stereo not drawn) | -1 | 0.5 | 14 | 4 | -0.2 | -3 | 1 | 5 | 1

Record cards, from the list above. Screens in order: D1 ag, TRHR ag, D2 antag, TRHR enhancer, D2 agonist, RXFP1 antagonist, D1 antag, D2 potentiator, D1 potentiator
`CCN(CC(=O)NCc1cccs1)C(=O)/C=C/c1ccc(OC)cc1OC` across the screens: 2, -0.1, 20, -11, 1.6, -12, 12, -4, -5
`COc1ccc([C@H]2CC(=O)C=C(c3ccc(Cl)cc3C)C2)cc1` across the screens: 11, 0.8, -5, 2, 1.1, x, -20, 0, 3

Going on with the list:
SMILES | D1 ag | TRHR ag | D2 antag | TRHR enhancer | D2 agonist | RXFP1 antagonist | D1 antag | D2 potentiator | D1 potentiator
CCO[C@@H]1OC(C(=O)O)=C[C@H](C2CCCCC2)[C@H]1CCCO | -4 | 0.3 | -7 | 7 | 0.1 | x | 5 | 4 | -1
Cc1ccc(N2CC(C(=O)N3CCc4ccccc4C3)CC2=O)cc1 (stereo not drawn) | -1 | -0.6 | 7 | 2 | -0.1 | 13 | 1 | -3 | -1
O=C(NC1CCN(Cc2ccccc2)CC1)c1cc(Br)c(Br)[nH]1 | 8 | 1.0 | 78* | 4 | 0.0 | -14 | -71* | -18 | -4
O=C(c1coc2ccc(O)cc12)C1CC1 | 6 | 0.4 | x | 3 | x | 4 | 3 | x | -4
COc1ccc(N(CC(=O)NC2CCCCC2)C(=O)CCCC(=O)Nc2ccccn2)c(OC)c1 | 2 | -0.3 | -21 | -4 | -0.8 | 1 | -12 | 0 | 2
O=C(c1ccc2c(c1)OCO2)N(c1ccccc1)C1C=CS(=O)(=O)C1 (stereo not drawn) | 3 | 0.1 | -11 | -4 | 1.4 | -2 | -40* | -3 | 2
COc1ccc(NC(=O)CN(C)C(=O)c2cc(C3CC3)nn2-c2ccccc2)cc1 | 2 | -0.6 | 39* | -9 | -1.1 | -10 | -2 | -14 | 8
Cn1cc(C(=O)c2cccc(Cl)c2)cc1C#N | -1 | -0.5 | -3 | 1 | -0.3 | 20 | -1 | 6 | -6
Cn1nc(C(=O)Nc2ccc3c(c2)OCO3)c2ccccc2c1=O | 5 | -0.8 | x | 0 | 0.1 | 1 | -15 | -3 | -1
NC(=O)C1CCN(CC(=O)Nc2ccccc2N2CCOCC2)CC1 | 2 | -0.5 | -2 | 9 | -1.5 | 1 | -11 | 6 | -5
O=C(NCc1cccnc1)C(=O)NCC1OCCN1S(=O)(=O)c1ccccc1 (stereo not drawn) | -2 | 0.1 | 12 | -5 | 0.5 | 6 | -15 | -5 | -2
COC(=O)c1ccc(NC(=O)CCS(=O)(=O)c2ccc(Br)s2)cc1 | 1&1 | -0.6&-0.6 | -6 | 8&9 | -0.1&1.5 | 3&1 | -52*! | -17&-17 | 0&6
COc1ccc(C2NC(=O)NC(C)=C2C(=O)Nc2cc(C)ccc2C)cc1OC (stereo not drawn) | 1 | 0.0 | -15 | 4 | 1.0 | 6 | 2 | -5 | -2
COc1ccccc1-n1c(=S)[nH]c2c(sc(=S)n2-c2ccccc2)c1=O | 1 | 0.3 | 2 | -7 | 1.5 | -11 | 12 | 4 | 6
Cc1cc(C)n(CCC(=O)N2CCN(S(=O)(=O)c3ccccc3)CC2)n1 | 1 | 0.3 | 1 | 1 | 0.1 | 8 | -1 | x | -5
CCOC(=O)Cc1csc(NC(=O)CSc2nnnn2-c2ccc(C)cc2C)n1 | 16 | -1.0 | -13 | 3 | -1.2 | 4 | -27 | 2 | -5
CCOc1ccccc1-n1nnc(-c2nc(-c3ccccc3C)no2)c1C | 2 | 0.1 | x | -9 | 0.5 | -1 | 1 | -5 | 2
Cc1coc2c(C)c3oc(=O)c(CC(=O)NCCc4ccc(Cl)cc4)c(C)c3cc12 | 0 | 0.8 | x | -4 | -1.1 | 1 | -7 | -3 | -2
Nc1ccccc1Nc1cc(-c2ccccc2)nn1-c1ccccc1 | 4 | 4.5 | 8 | 8 | 2.1 | -11 | 4 | -5 | -2
CCOP(=O)(OCC)C(Nc1cc(Cl)cc(Cl)c1)c1cccc(O)c1 (stereo not drawn) | 3 | -0.4 | -20 | 1 | 0.4 | -5 | -1 | -1 | 1
CCOC(=O)C(=O)Nc1cccc(C(=O)OCC)c1 | 0 | 0.5 | 12 | 0 | -0.6 | 9 | 3 | -9 | 9
CCOC(=O)c1c(-c2ccc(-c3ccccc3)cc2)csc1NC(=O)CNCCN(C)C | 16 | -0.4 | -21 | 10 | -0.7 | -103* | -8 | 12 | -6
Cc1cccc(NC(=O)c2c(O)c3ccccc3[nH]c2=O)c1 | 2 | 0.4 | -47 | -4 | -1.6 | 3 | 0 | -6 | 0
COC(=O)c1ccc(Nc2ncnc3c2cnn3-c2cccc(C)c2)cc1 | 1 | 1.5 | -7 | 13 | -0.4 | x | -38* | 2 | -12
COc1ccc(-c2nc(=S)c3c(n2CCN2CCOCC2)CC(C)(C)OC3)cc1 | 0 | -0.1 | 15 | -5 | 0.5 | -2 | 3 | -6 | 9
(cont.)
SMILES | D1 ag | TRHR ag | D2 antag | TRHR enhancer | D2 agonist | RXFP1 antagonist | D1 antag | D2 potentiator | D1 potentiator
CC(=O)N[C@H]1C(O)O[C@H](CO)[C@@H](O)[C@@H]1O (stereo partly drawn) | -1 | 0.2 | 1 | -7 | 0.2 | x | -5 | -16 | -6
CC1CCN(c2ccc(C(=O)NCCc3ccccc3)cn2)CC1 | 0 | 0.5 | 8 | -2 | 0.0 | 35 | 3 | 0 | -4
CC(C)(C)C(=O)NC(CC(=O)O)c1ccccc1 (stereo not drawn) | 3 | -0.2 | 1 | -5 | 2.0 | 9 | 4 | 9 | -2
CCOC(=O)c1ccccc1NC(=O)CN(c1ccccc1OC)S(C)(=O)=O | 2 | 0.0 | 23 | -4 | 1.4 | -5 | 6 | -3 | 0
CCCCn1c(CN2CCN(C(=O)c3ccco3)CC2)nc2c1c(=O)n(C)c(=O)n2C | 1 | 0.2 | -13 | -2 | 0.1 | 1 | 2 | 6 | 2
CCCOc1cccc(NC(=O)c2cc(C)oc2C)c1 | 0 | -0.4 | -6 | 0 | -1.0 | -9 | 16 | 2 | 1

Some of the entries above, reformatted:
SMILES	D1 ag	TRHR ag	D2 antag	TRHR enhancer	D2 agonist	RXFP1 antagonist	D1 antag	D2 potentiator	D1 potentiator
Cn1cc(C(=O)c2cccc(Cl)c2)cc1C#N	-1	-0.5	-3	1	-0.3	20	-1	6	-6
NC(=O)C1CCN(CC(=O)Nc2ccccc2N2CCOCC2)CC1	2	-0.5	-2	9	-1.5	1	-11	6	-5
CC(=O)N[C@H]1C(O)O[C@H](CO)[C@@H](O)[C@@H]1O (stereo partly drawn)	-1	0.2	1	-7	0.2	x	-5	-16	-6
COc1ccc(C2NC(=O)NC(C)=C2C(=O)Nc2cc(C)ccc2C)cc1OC (stereo not drawn)	1	0.0	-15	4	1.0	6	2	-5	-2
